MLLE-PAM2 inh: blocks PAM2 peptide binding to the PABP1 MLLE domain | P11940 | GST-MLLE / FITC-PAM2 fluorescence polarization | inhibition, % at 20 µM | 0.36% of 360,000 active | AID 588489; in the data active means inhibition above about 35%, passing the limit was not always enough;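 further: plate controls were DMSO wells with GST-MLLE for no effect and wells lacking GST-MLLE protein for full effect; some results filed as inactive read as strong as hits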
MT1-MMP act inh: blocks activation of human MT1-MMP. P50281. HT1080 RFP-PRO-GFP cells, GFP/RFP ratio fluorescence, overnight; percent of plate control window, DMSO zero. GFP/RFP ratio change, % at 20 µM. 0.061% of 360,000 active. AID 651647;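 active means GFP/RFP ratio change of at least 30% with cell ATP level not reduced by more than half and red fluorescence within 50% of control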; further: strong numbers were not always called active
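Assay system – RFP-PRO-GFP reporter HT1080 cells · Compound dosing – single dose of 20 µM compound, 1% DMSO final · Incubation – overnight compound exposure at 37 °C · Measure – GFP/RFP fluorescence ratio · Benchmarks – DMSO wells and RFP-L50D-GFP cells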
NRP1-CendR mod: modulators of CendR peptide binding to human neuropilin-1; 0.85% of 360,000 active; AID 602438; inhibition, % at 25 µM; FAM-RPARPAR peptide binding to NRP-1, fluorescence polarization; O14786;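 active means inhibition or corrected inhibition above about 18%, plus a signal ratio from 0.5 to 1.5, limit read from the data, passing the limit was not always enough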; further: strong numbers were not always called active
FAS-TE inh: blocks the thioesterase domain of human fatty acid synthase; P49327; recombinant FAS-TE, OMFH fluorogenic substrate, fluorescence endpoint; inhibition, % at 15 µM; 0.67% of 360,000 active; AID 602261;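 active means compounds whose normalised, plate-corrected inhibition of enzyme fluorescence in the single-dose primary screen is 50% or more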;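 further: 0% = DMSO with enzyme and 100% = substrate without enzyme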
MsrA act: bovine methionine sulfoxide reductase A activation; purified bovine MsrA, absorbance read-out; activation, % at 10.6 µM; 0.3% of 360,000 active; in the data active means activation above about 7.5%;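 further: 0% = vehicle and 100% = reference activator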
Rin1 Abl inh: human Rin1-Abl interaction inhibition. AID 588664. inhibition, % at 7.35 µM. TR-FRET Rin1/Abl binding, biochemical. 0.4% of 360,000 active; in the data active means inhibition above about 5%, passing the limit was not always enough
Neddyl block: blocks human cullin neddylation; 0.58% of 360,000 active; AID 651699; TR-FRET cullin neddylation, biochemical; calls only at 25 µM; P61081+Q13564; in the data active means inhibition above about 36%
SKN-1 inh: blocks SKN-1 activity in C. elegans; 0.49% of 360,000 active; C. elegans VP596 Pgst-4::GFP/RFP ratio, acrylamide-induced, 24 h; inhibition, % at 21.8 µM;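 active means interference check ratio from 0.5 to 1.5 plus GFP to RFP signal ratio inhibition reaching or exceeding a fixed threshold, cut at about 30% in these data, passing the limit was not always enough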; further: some compounds called inactive have numbers as strong as hits
eLon inh: inhibitors of E. coli Lon protease. 0.42% of 360,000 active. inhibition, % at 7.94 µM. P0A9M0. purified E. coli Lon protease, fluorescence polarization; in the data active means inhibition above about 13%, passing the limit was not always enough;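 further: 0% = enzyme with probe and DMSO and 100% = no enzyme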
Target sequence (P0A9M0 whole entry, looked up): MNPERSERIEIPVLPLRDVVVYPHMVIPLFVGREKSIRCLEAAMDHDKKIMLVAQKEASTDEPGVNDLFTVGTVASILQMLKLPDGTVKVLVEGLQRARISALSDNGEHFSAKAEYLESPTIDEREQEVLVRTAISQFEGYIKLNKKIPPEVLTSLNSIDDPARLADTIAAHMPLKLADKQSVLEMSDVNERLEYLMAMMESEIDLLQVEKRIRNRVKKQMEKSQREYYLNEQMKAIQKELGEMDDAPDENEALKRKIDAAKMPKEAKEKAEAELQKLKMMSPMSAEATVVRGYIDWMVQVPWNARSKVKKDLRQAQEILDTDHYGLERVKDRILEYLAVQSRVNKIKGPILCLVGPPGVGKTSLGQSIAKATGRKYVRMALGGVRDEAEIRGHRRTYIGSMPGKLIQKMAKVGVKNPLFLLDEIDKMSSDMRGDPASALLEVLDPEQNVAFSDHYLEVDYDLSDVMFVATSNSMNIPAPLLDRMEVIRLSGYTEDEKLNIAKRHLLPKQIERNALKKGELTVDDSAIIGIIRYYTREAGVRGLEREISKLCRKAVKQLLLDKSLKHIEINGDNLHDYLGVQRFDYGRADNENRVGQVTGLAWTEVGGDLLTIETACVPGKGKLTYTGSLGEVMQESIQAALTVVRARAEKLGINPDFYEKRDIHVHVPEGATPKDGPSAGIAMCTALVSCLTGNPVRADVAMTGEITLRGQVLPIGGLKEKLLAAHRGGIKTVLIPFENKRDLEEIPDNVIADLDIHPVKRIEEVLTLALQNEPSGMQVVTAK
The depositor's hits bear a star. Not a hit list; overall some 4% were active at least once.

Results for COc1ccccc1NS(=O)(=O)c1cccc(C(=O)NNC(=O)C(C)NC(=O)c2ccco2)c1 (centres undefined) ?
MLLE-PAM2 inh: -1.0; MT1-MMP act inh: 1.9; NRP1-CendR mod: 14.2; FAS-TE inh: -11.5; MsrA act: 1.4; Rin1 Abl inh: -0.1; Neddyl block: inactive; SKN-1 inh: -1.0; eLon inh: -11.7

Results for Cc1ccc(S(=O)(=O)N(C)CC(=O)Nc2ccccc2N2CCCC2)cc1 ?
MLLE-PAM2 inh: 7.7; MT1-MMP act inh: 1.9; NRP1-CendR mod: 15.9; FAS-TE inh: 11.0; MsrA act: -1.3; Rin1 Abl inh: 1.6; Neddyl block: inactive; SKN-1 inh: -0.6; eLon inh: -24.2

What do the screens show for `O=C(NCC(=O)N(c1ccccc1F)C(C(=O)NCC1CCCO1)c1ccccc1)c1ccco1` (centres undefined)?
MLLE-PAM2 inh: 0.3; MT1-MMP act inh: 1.3; NRP1-CendR mod: 17.2; FAS-TE inh: -6.1; MsrA act: 2.5; Rin1 Abl inh: -0.3; Neddyl block: inactive; SKN-1 inh: -29.3; eLon inh: -2.7

How did CN(C)c1ccc(NC(=O)c2cccc(C(=O)Nc3ccc(N(C)C)cc3)n2)cc1 do in these assays?
MLLE-PAM2 inh: -19.4; MT1-MMP act inh: 1.1; NRP1-CendR mod: -3.8; FAS-TE inh: 19.8; MsrA act: -7.4; Rin1 Abl inh: -2.6; Neddyl block: inactive; SKN-1 inh: 23.4; eLon inh: -9.9

How did S=C1SCN(Cc2ccco2)CN1Cc1ccco1 do in these assays?
MLLE-PAM2 inh: 31.6; MT1-MMP act inh: 2.3; NRP1-CendR mod: -2.7; FAS-TE inh: 2.6; MsrA act: -0.9; Rin1 Abl inh: 0.0; Neddyl block: inactive; SKN-1 inh: 2.2; eLon inh: -1.3

Results for O=C(CSc1ccccc1)N1CCN(c2ccccn2)CC1 ?
MLLE-PAM2 inh: 25.3; MT1-MMP act inh: -3.1; NRP1-CendR mod: -6.1; FAS-TE inh: -7.0; MsrA act: -2.0; Rin1 Abl inh: 2.7; Neddyl block: inactive; SKN-1 inh: -1.6; eLon inh: 3.8

What do the screens show for `CN(C)CCNC(=O)c1cccc2nc3cccc(F)c3nc12`?
MLLE-PAM2 inh: 24.6; MT1-MMP act inh: 15.8; NRP1-CendR mod: -7.5; FAS-TE inh: -3.5; MsrA act: 1.0; Rin1 Abl inh: -14.3; Neddyl block: inactive; SKN-1 inh: -6.4; eLon inh: -6.4

How did O=C(N/N=C/c1ccccc1)C(O)c1ccccc1 (centres undefined) do in these assays?
MLLE-PAM2 inh: 5.1; MT1-MMP act inh: -3.5; NRP1-CendR mod: -14.4; FAS-TE inh: -8.4; MsrA act: -7.0; Rin1 Abl inh: 0.7; Neddyl block: inactive; SKN-1 inh: -9.1; eLon inh: 7.7

What do the screens show for `Cc1ccc(C(=O)COc2ccc3ccc(=O)oc3c2)cc1`?
MLLE-PAM2 inh: 2.6; MT1-MMP act inh: 1.6; NRP1-CendR mod: -4.2; FAS-TE inh: 36.5; MsrA act: -7.8; Rin1 Abl inh: -2.5; Neddyl block: inactive; SKN-1 inh: -3.4; eLon inh: -5.8

How did O=C(Cc1cccs1)Nc1nc(-c2ccc(F)c(F)c2)cs1 do in these assays?
MLLE-PAM2 inh: -11.5; MT1-MMP act inh: -4.2; NRP1-CendR mod: -8.9; FAS-TE inh: 31.1; MsrA act: -1.3; Rin1 Abl inh: -0.7; Neddyl block: inactive; SKN-1 inh: 5.6; eLon inh: -3.6

Results for Cc1cc(C(=O)COC(=O)C2=COCCO2)c(C)n1-c1ccccc1 ?
MLLE-PAM2 inh: -15.9; MT1-MMP act inh: 6.5; NRP1-CendR mod: 0.3; FAS-TE inh: -1.6; MsrA act: 1.4; Rin1 Abl inh: 4.4; Neddyl block: inactive; SKN-1 inh: 8.2; eLon inh: 5.0

How did CN(CCO)c1nc2c(c(=O)n(Cc3ccc(Cl)cc3)c(=O)n2C)n1C do in these assays?
MLLE-PAM2 inh: 9.7; MT1-MMP act inh: 5.7; NRP1-CendR mod: -10.1; FAS-TE inh: -2.4; MsrA act: 0.9; Rin1 Abl inh: 0.2; Neddyl block: inactive; SKN-1 inh: 9.6; eLon inh: 1.2

How did COc1ccc2c(c1)NC(c1ccc(N(C)C)cc1)c1cccn1-2 (centres undefined) do in these assays?
MLLE-PAM2 inh: -21.4; MT1-MMP act inh: -5.8; NRP1-CendR mod: -19.0; FAS-TE inh: 2.0; MsrA act: -1.4; Rin1 Abl inh: -0.9; SKN-1 inh: 15.9; eLon inh: -19.2

How did O=C(c1ccncc1)N1CCN(S(=O)(=O)c2cccc(C(F)(F)F)c2)CC1 do in these assays?
MLLE-PAM2 inh: 11.3; MT1-MMP act inh: -0.4; NRP1-CendR mod: 7.0; FAS-TE inh: -0.3; MsrA act: -1.1; Rin1 Abl inh: -1.6; Neddyl block: inactive; SKN-1 inh: -2.5; eLon inh: -10.1

How did Cc1ccccc1N(CC(=O)NCCSCc1ccccc1)S(C)(=O)=O do in these assays?
MLLE-PAM2 inh: 1.0; MT1-MMP act inh: 0.5; NRP1-CendR mod: -17.0; FAS-TE inh: 0.6; MsrA act: -1.9; Rin1 Abl inh: 1.7; Neddyl block: inactive; SKN-1 inh: -14.4; eLon inh: 13.9

Results for O=C(/C=C/c1ccc(F)cc1)N1CC[C@@]2(O)CCCC[C@H]2C1 ?
MLLE-PAM2 inh: 7.1; MT1-MMP act inh: 0.2; NRP1-CendR mod: 5.4; FAS-TE inh: -4.6; MsrA act: -0.1; Rin1 Abl inh: -0.7; Neddyl block: inactive; SKN-1 inh: 8.3; eLon inh: -0.5

How did C/C(=N\N1C(C)CCCC1C)c1ccccc1O (centres undefined) do in these assays?
MLLE-PAM2 inh: 2.0; MT1-MMP act inh: 1.7; NRP1-CendR mod: 7.4; FAS-TE inh: 0.3; MsrA act: -0.6; Rin1 Abl inh: 2.6; Neddyl block: inactive; SKN-1 inh: 14.8; eLon inh: 2.9

What do the screens show for `O=C(NCc1ccc(F)c(F)c1)C1Cc2c(-c3ccc4c(c3)OCO4)ccnc2O1` (centres undefined)?
MLLE-PAM2 inh: -6.3; MT1-MMP act inh: 6.2; NRP1-CendR mod: 5.2; FAS-TE inh: 15.4; MsrA act: -2.3; Rin1 Abl inh: -11.1; Neddyl block: inactive; SKN-1 inh: 10.1; eLon inh: -14.9

How did CCOc1ccc(CN2C(=O)c3ccccc3C2=O)cc1C(=O)N1CCC(C(N)=O)CC1 do in these assays?
MLLE-PAM2 inh: -19.6; MT1-MMP act inh: -1.8; NRP1-CendR mod: -5.5; FAS-TE inh: -4.7; MsrA act: -7.1; Rin1 Abl inh: -0.7; Neddyl block: inactive; SKN-1 inh: 7.0; eLon inh: -14.4

What do the screens show for `CCOC(=O)c1ccc(S(=O)(=O)N2CCN(CC(O)COc3ccc(C#N)cc3)CC2)cc1` (centres undefined)?
MLLE-PAM2 inh: -2.1; MT1-MMP act inh: 0.9; NRP1-CendR mod: 9.1; FAS-TE inh: 2.6; MsrA act: -5.8; Rin1 Abl inh: 1.6; Neddyl block: inactive; SKN-1 inh: 3.4; eLon inh: 3.2

Results for CC(CC(c1ccccc1)N1CCc2ccccc2C1)=NO (centres undefined) ?
MLLE-PAM2 inh: -13.2; MT1-MMP act inh: 1.9; NRP1-CendR mod: -4.0; FAS-TE inh: -7.4; MsrA act: -2.0; Rin1 Abl inh: 4.3; Neddyl block: inactive; SKN-1 inh: 9.2; eLon inh: -8.8

Results for Cc1ccc(N2CC3=C(C2=O)C(c2ccccc2)NC(=O)N3C)cc1 (centres undefined) ?
MLLE-PAM2 inh: 7.5; MT1-MMP act inh: 5.2; NRP1-CendR mod: -10.3; FAS-TE inh: -4.2; MsrA act: -4.0; Rin1 Abl inh: -1.0; Neddyl block: inactive; SKN-1 inh: -5.2; eLon inh: -0.3

What do the screens show for `CCOC(=O)N1CCC(NS(=O)(=O)c2ccc3c(c2)CCN3C(C)=O)CC1`?
MLLE-PAM2 inh: -8.1; MT1-MMP act inh: 15.7; NRP1-CendR mod: -0.3; FAS-TE inh: -2.4; MsrA act: -2.4; Rin1 Abl inh: -0.4; Neddyl block: inactive; SKN-1 inh: 11.8; eLon inh: 1.8

What do the screens show for `CCCc1nnc(NC(=O)c2cccnc2)s1`?
MLLE-PAM2 inh: 9.0; MT1-MMP act inh: 2.2; NRP1-CendR mod: 20.6; FAS-TE inh: -7.7; MsrA act: -3.0; Rin1 Abl inh: -0.1; Neddyl block: inactive; SKN-1 inh: 10.3; eLon inh: 6.3

Results for CCOc1ccc(C(=O)Nc2ccccc2NC(C)=O)cc1OCC ?
MLLE-PAM2 inh: 13.8; MT1-MMP act inh: -0.9; NRP1-CendR mod: 11.4; FAS-TE inh: 1.5; MsrA act: -7.0; Rin1 Abl inh: 2.1; Neddyl block: inactive; SKN-1 inh: -3.1; eLon inh: -2.7

Results for CC(C)NC(=O)CSc1nnc2sc3ccccc3n12 ?
MLLE-PAM2 inh: -22.3; MT1-MMP act inh: 3.7; NRP1-CendR mod: 2.5; FAS-TE inh: -7.2; MsrA act: 1.1; Rin1 Abl inh: -0.1; Neddyl block: inactive; SKN-1 inh: 14.1; eLon inh: -3.1

What do the screens show for `CNS(=O)(=O)c1cccc(C(=O)Nc2cccnc2)c1`?
MLLE-PAM2 inh: -2.6; MT1-MMP act inh: -2.1; NRP1-CendR mod: 0.4; FAS-TE inh: -4.4; MsrA act: -3.8; Rin1 Abl inh: 3.3; Neddyl block: inactive; SKN-1 inh: -4.8; eLon inh: -17.2

Results for Cc1ccc(S(=O)(=O)N2C(=O)CCC2C(=O)O/N=C(\N)c2ccccc2)cc1 (centres undefined) ?
MLLE-PAM2 inh: -8.9; MT1-MMP act inh: -1.3; NRP1-CendR mod: 4.6; FAS-TE inh: 4.3; MsrA act: -1.9; Rin1 Abl inh: 2.5; Neddyl block: inactive; SKN-1 inh: 12.5; eLon inh: -2.9

How did CCn1c(=O)cc(OCC(=O)N2CCN(C(=O)c3ccco3)CC2)c2ccccc21 do in these assays?
MLLE-PAM2 inh: -11.2; MT1-MMP act inh: 2.8; NRP1-CendR mod: 4.6; FAS-TE inh: -5.5; MsrA act: -12.5; Rin1 Abl inh: 4.0; Neddyl block: inactive; SKN-1 inh: -13.3; eLon inh: -5.3

Results for COc1cccc(C2NC(CC(C)C)(C(=O)O)C3C(=O)N(Cc4ccccc4)C(=O)C23)c1O (centres undefined) ?
MLLE-PAM2 inh: 5.3; MT1-MMP act inh: 0.5; NRP1-CendR mod: -0.1; FAS-TE inh: -7.9; MsrA act: -0.7; Rin1 Abl inh: -3.5; Neddyl block: inactive; SKN-1 inh: -3.8; eLon inh: 7.1

In the list so far, three contain an aryl methoxy group.
Results for COc1ccccc1NS(=O)(=O)c1cccc(C(=O)NNC(=O)C(C)NC(=O)c2ccco2)c1 (centres undefined) ?
MLLE-PAM2 inh: -1.0; MT1-MMP act inh: 1.9; NRP1-CendR mod: 14.2; FAS-TE inh: -11.5; MsrA act: 1.4; Rin1 Abl inh: -0.1; Neddyl block: inactive; SKN-1 inh: -1.0; eLon inh: -11.7

How did COc1ccc2c(c1)NC(c1ccc(N(C)C)cc1)c1cccn1-2 (centres undefined) do in these assays?
MLLE-PAM2 inh: -21.4; MT1-MMP act inh: -5.8; NRP1-CendR mod: -19.0; FAS-TE inh: 2.0; MsrA act: -1.4; Rin1 Abl inh: -0.9; SKN-1 inh: 15.9; eLon inh: -19.2

Results for COc1cccc(C2NC(CC(C)C)(C(=O)O)C3C(=O)N(Cc4ccccc4)C(=O)C23)c1O (centres undefined) ?
MLLE-PAM2 inh: 5.3; MT1-MMP act inh: 0.5; NRP1-CendR mod: -0.1; FAS-TE inh: -7.9; MsrA act: -0.7; Rin1 Abl inh: -3.5; Neddyl block: inactive; SKN-1 inh: -3.8; eLon inh: 7.1

Source: PubChem BioAssay
